697 NFkB inh = inhibitors of the PMA/ionomycin-induced NF-kB reporter in 697 B cells; 697 B-cell NF-kB luciferase reporter, 16 h; inhibition, % at 4 µM; actives 0.33% (n = 330,000); AID 435022; in the data active means inhibition above about 35%
CCR6 antag = antagonists of human CCR6 receptor; AID 493098; inhibition, % at 20 µM; P51684; actives 0.49% (n = 340,000); CHO-K1 CCR6 PathHunter beta-arrestin, luminescence, CCL20-stimulated;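 active means compounds whose inhibition of the agonist-driven luminescence signal at 20 µM reaches about 50%, limit read from the data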;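 further: cells stimulated with CCL20 at 14 nM final; plate controls were DMSO with CCL20 for no effect and DMSO without agonist for full effect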
UBC13 polyUb = inhibitors of human UBC13 polyubiquitin chain formation | P61088 | TR-FRET | inhibition, % at 20 µM | actives 0.47% (n = 330,000); in the data active means inhibition above about 45%, passing the limit was not always enough
Target sequence (P61088 whole entry, looked up): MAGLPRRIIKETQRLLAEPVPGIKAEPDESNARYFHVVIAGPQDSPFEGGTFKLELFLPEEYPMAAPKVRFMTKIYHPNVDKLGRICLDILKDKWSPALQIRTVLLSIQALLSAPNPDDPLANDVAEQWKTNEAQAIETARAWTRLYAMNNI
Gli-Sufu block = antagonists of Gli-Sufu signaling; AID 588413; Sufu-KO-LIGHT fibroblasts, Gli luciferase reporter luminescence; actives 0.74% (n = 340,000); inhibition, % at 5 µM;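 active means inhibition above about 55%, limit read from the data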;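 further: 0% = DMSO-treated cells and 100% = wells with medium but no cells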
SENP8 block = blocks the human protease SENP8; Q96LD8; actives 1.2% (n = 330,000); inhibition, % at 10 µM; purified SENP8, Z-RLRGG-aminoluciferin cleavage, luminescence
Target sequence (Q96LD8 whole entry, looked up): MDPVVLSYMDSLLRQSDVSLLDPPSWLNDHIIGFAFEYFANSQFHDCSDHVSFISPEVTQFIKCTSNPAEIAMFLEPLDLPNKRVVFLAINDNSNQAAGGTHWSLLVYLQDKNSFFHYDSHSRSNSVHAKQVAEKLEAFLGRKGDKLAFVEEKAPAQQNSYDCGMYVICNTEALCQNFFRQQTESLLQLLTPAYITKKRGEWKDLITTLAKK
Jurkat NFkB inh = inhibitors of the PMA/ionomycin-induced NF-kB reporter in Jurkat cells; PMA/ionomycin-induced NF-kB luciferase reporter, luminescence; inhibition, % at 4 µM; actives 0.53% (n = 330,000); AID 435003
EBI2 antag = EBI2 (human) antagonism | P32249 | EBI2 beta-arrestin recruitment, luminescence, 7a,25-OHC stimulated | inhibition, % at 5 µM | actives 0.81% (n = 360,000) | AID 651636; in the data active means inhibition above about 38%;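 further: enzyme fragment complementation signal reports receptor beta-arrestin coupling in cells; 0% = agonist plus DMSO wells and 100% = wells without agonist; some results beyond the cut were filed as inactive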
Target sequence (P32249 whole entry, looked up, the tested form may be a part): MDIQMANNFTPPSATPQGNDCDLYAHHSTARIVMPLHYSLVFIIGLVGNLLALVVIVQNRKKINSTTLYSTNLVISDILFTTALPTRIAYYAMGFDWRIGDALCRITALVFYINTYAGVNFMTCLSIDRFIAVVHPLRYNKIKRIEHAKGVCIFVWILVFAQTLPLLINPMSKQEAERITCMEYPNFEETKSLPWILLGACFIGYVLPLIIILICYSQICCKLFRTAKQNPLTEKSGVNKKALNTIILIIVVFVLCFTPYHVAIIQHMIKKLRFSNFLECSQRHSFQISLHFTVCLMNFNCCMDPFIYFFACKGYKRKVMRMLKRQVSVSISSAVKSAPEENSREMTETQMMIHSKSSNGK
Apaf-1 inh = blocks human Apaf-1 apoptosome activity. O14727. reconstituted apoptosome caspase-3 activity, DEVD-Rh110 fluorescence. inhibition, % at 20 µM. actives 0.71% (n = 330,000); active means inhibition of at least 40% at 20 µM;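 further: plate controls were DMSO wells for no effect and DEVD-CHO caspase inhibitor wells for full effect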
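Material: reconstituted apoptosome with Apaf-1, cytochrome c, caspase-9, procaspase-3, dATP; medium: pH 7.5 Hepes buffer with CHAPS, BSA, DTT; also added: cytochrome c and DEVD-Rh110 substrate; timing: 30 min plus 50 min, RT; signal: Rh110 fluorescence intensity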
* hit, by the source's call. Unless noted, no stated cut-off is given here; in the data, active means inhibition above about 50%; inactive means the rest.

Results for CC(OC(=O)C1CCN(S(=O)(=O)c2ccc3c(c2)OCCO3)CC1)C(=O)N(C)c1ccccc1 (centres undefined) ?
697 NFkB inh: 0; CCR6 antag: 13; UBC13 polyUb: 5; Gli-Sufu block: 4; SENP8 block: 6; Jurkat NFkB inh: 3; EBI2 antag: 0; Apaf-1 inh: -5

What do the screens show for `COc1ccc([C@@]2(C(C)C)ON(c3ccccc3C(F)(F)F)C2=O)cc1`?
697 NFkB inh: 14; CCR6 antag: 23; UBC13 polyUb: 10; Gli-Sufu block: -17; SENP8 block: 3; Jurkat NFkB inh: 8; EBI2 antag: 4; Apaf-1 inh: 14

What do the screens show for `COc1ccc(-c2nnc(SC(=O)N3c4ccccc4Sc4ccccc43)o2)cc1`?
697 NFkB inh: 2; CCR6 antag: 18; UBC13 polyUb: -13; Gli-Sufu block: -5; SENP8 block: -7; Jurkat NFkB inh: 24; EBI2 antag: 1; Apaf-1 inh: 6

How did CC(C)(C)OC(=O)N1CCC(c2c(C(=O)NCC3CCN(C4CCCC4)C3)cnn2-c2cccc(Cl)c2)CC1 (centres undefined) do in these assays?
697 NFkB inh: -29; CCR6 antag: 1; UBC13 polyUb: 10; Gli-Sufu block: -16; SENP8 block: 5; Jurkat NFkB inh: -7; EBI2 antag: 4; Apaf-1 inh: 19

Results for COc1cc(C(=O)COC(=O)CNC(=O)C2CCCCC2)cc(OC)c1OC ?
697 NFkB inh: 14; CCR6 antag: 4; UBC13 polyUb: 4; Gli-Sufu block: -7; SENP8 block: 7; Jurkat NFkB inh: -3; EBI2 antag: -6; Apaf-1 inh: -5

Results for CC1CCCN(S(=O)(=O)c2ccc(NC(=O)CN3CCN(C)CC3)cc2)C1 (centres undefined) ?
697 NFkB inh: -20; CCR6 antag: 4; UBC13 polyUb: 11; Gli-Sufu block: 0; SENP8 block: 2; Jurkat NFkB inh: -17; EBI2 antag: -2; Apaf-1 inh: -1

Results for COC(=O)c1ccc(COC(=O)CNS(=O)(=O)c2ccc(C)cc2)cc1 ?
697 NFkB inh: -16; CCR6 antag: 18; UBC13 polyUb: 3; Gli-Sufu block: -11; SENP8 block: -1; Jurkat NFkB inh: -10; EBI2 antag: -10; Apaf-1 inh: 13

What do the screens show for `Fc1ccc(Oc2ccc3nnc(C(F)(F)F)n3n2)cc1`?
697 NFkB inh: 12; CCR6 antag: -6; UBC13 polyUb: 4; Gli-Sufu block: -6; SENP8 block: 1; Jurkat NFkB inh: 7; EBI2 antag: 2; Apaf-1 inh: -4

What do the screens show for `C=C(C)COc1ccc2c(C)c(CCC(=O)N3C[C@H]4C[C@@H](C3)c3cccc(=O)n3C4)c(=O)oc2c1`?
697 NFkB inh: -4; CCR6 antag: 0; UBC13 polyUb: 4; Gli-Sufu block: 4; SENP8 block: -16; Jurkat NFkB inh: -3; EBI2 antag: -2; Apaf-1 inh: 13

How did CCc1ccn2cc(-c3cc(-c4ccccc4)no3)nc2c1 do in these assays?
697 NFkB inh: -32; CCR6 antag: 1; UBC13 polyUb: 2; Gli-Sufu block: 56*; SENP8 block: 90*; Jurkat NFkB inh: 29; EBI2 antag: 31; Apaf-1 inh: 6

Results for C/C(=C1/SC(N2CCOCC2)=NC1=O)c1ccc(Br)cc1 ?
697 NFkB inh: 13; CCR6 antag: 4; UBC13 polyUb: -3; Gli-Sufu block: 1; SENP8 block: -4; Jurkat NFkB inh: 0; EBI2 antag: -5; Apaf-1 inh: 12

Results for CC12CCC(C(=O)N(Cc3ccccc3)Cc3ccccc3)(OC1=O)C2(C)C (centres undefined) ?
697 NFkB inh: -19; CCR6 antag: 7; UBC13 polyUb: 3; Gli-Sufu block: 6; SENP8 block: -1; Jurkat NFkB inh: 0; EBI2 antag: 11; Apaf-1 inh: 25

Results for Cc1nc2ccccn2c1C(=O)NCCCN1CCOCC1 ?
697 NFkB inh: 4; CCR6 antag: 21; UBC13 polyUb: 0; Gli-Sufu block: 1; SENP8 block: -6; Jurkat NFkB inh: -4; EBI2 antag: 4; Apaf-1 inh: 5

Results for O=C(Nc1cc(C(F)(F)F)ccc1-n1cncn1)c1ccc(F)cc1Cl ?
697 NFkB inh: 6; CCR6 antag: -4; UBC13 polyUb: 0; Gli-Sufu block: -4; SENP8 block: 1; Jurkat NFkB inh: 4; EBI2 antag: -8; Apaf-1 inh: -3

How did CNc1nc(Nc2ccc(C)c(Cl)c2)nc(N)c1[N+](=O)[O-] do in these assays?
697 NFkB inh: -309; CCR6 antag: 14; UBC13 polyUb: 9; Gli-Sufu block: -61; SENP8 block: 97*; Jurkat NFkB inh: -23; EBI2 antag: 14; Apaf-1 inh: 15

Results for Cc1cccc(C(=O)N2CCCCCC2)c1[N+](=O)[O-] ?
697 NFkB inh: 3; CCR6 antag: 15; UBC13 polyUb: 6; Gli-Sufu block: 8; SENP8 block: 0; Jurkat NFkB inh: 10; EBI2 antag: -1; Apaf-1 inh: -8

How did CC(=O)c1c(N2CCCCC2)nc(=S)n(-c2ccccc2)c1C do in these assays?
697 NFkB inh: -7; CCR6 antag: 2; UBC13 polyUb: 2; Gli-Sufu block: 5; SENP8 block: 1; Jurkat NFkB inh: -28; EBI2 antag: -7; Apaf-1 inh: 3

What do the screens show for `Cc1ccc(C)c(S(=O)(=O)N2CCN(C(=O)CCc3c[nH]c4ccccc34)CC2)c1`?
697 NFkB inh: 12; CCR6 antag: 7; UBC13 polyUb: -10; Gli-Sufu block: -2; SENP8 block: -13; Jurkat NFkB inh: -4; EBI2 antag: 25; Apaf-1 inh: 11

How did Cc1ccc(S(=O)(=O)N(C)C)cc1NC(=O)CN1C(=O)NC(Cc2c[nH]c3ccccc23)C1=O (centres undefined) do in these assays?
697 NFkB inh: 14; CCR6 antag: 12; UBC13 polyUb: 26; Gli-Sufu block: 0; SENP8 block: 2; Jurkat NFkB inh: 3; EBI2 antag: -16; Apaf-1 inh: -22

Results for COc1ccc(-c2nnc(-c3ccc(Br)o3)o2)cc1OC ?
697 NFkB inh: 1; CCR6 antag: -4; UBC13 polyUb: -10; Gli-Sufu block: -37; SENP8 block: 0; Jurkat NFkB inh: -19; EBI2 antag: 9; Apaf-1 inh: -1

What do the screens show for `CCCc1cc(=O)n2[nH]cnc2n1`?
697 NFkB inh: 6; CCR6 antag: 14; UBC13 polyUb: -8; Gli-Sufu block: 1; SENP8 block: -9; Jurkat NFkB inh: 10; EBI2 antag: -6; Apaf-1 inh: 2

How did CC(C)n1c(NCc2ccccc2O)nc2ccccc21 do in these assays?
697 NFkB inh: -23; CCR6 antag: 10; UBC13 polyUb: 17; Gli-Sufu block: 7; SENP8 block: -1; Jurkat NFkB inh: -2; EBI2 antag: 4; Apaf-1 inh: -9

What do the screens show for `CC(C)C(O)(C#CCN1CCCC1)c1ccccc1` (centres undefined)?
697 NFkB inh: 11; CCR6 antag: 30; UBC13 polyUb: 10; Gli-Sufu block: 5; SENP8 block: -1; Jurkat NFkB inh: 4; EBI2 antag: 1; Apaf-1 inh: 4

How did O=C1C=C(c2cccc(Br)c2)C[C@@H](c2ccc(F)cc2)C1 do in these assays?
697 NFkB inh: -8; CCR6 antag: 26; UBC13 polyUb: -4; Gli-Sufu block: -8; SENP8 block: -1; Jurkat NFkB inh: 4; EBI2 antag: 37; Apaf-1 inh: 20

How did O=C(Nc1nccs1)c1ccc(COc2ccc(F)cc2)o1 do in these assays?
697 NFkB inh: -55; CCR6 antag: 4; UBC13 polyUb: -7; Gli-Sufu block: -23; SENP8 block: -9; Jurkat NFkB inh: -38; EBI2 antag: 0; Apaf-1 inh: 8

Results for Cc1onc(-c2c(F)cccc2Cl)c1C(=O)N=C(N)N1CC(C)OC(C)C1 (centres undefined) ?
697 NFkB inh: 2; CCR6 antag: 5; UBC13 polyUb: 3; Gli-Sufu block: 6; SENP8 block: -7; Jurkat NFkB inh: 9; EBI2 antag: -10; Apaf-1 inh: -1

Results for CCN1C(=O)C(CC(=O)Nc2ccc(OC)cc2)N(Cc2ccco2)C1=S (centres undefined) ?
697 NFkB inh: 20; CCR6 antag: 9; UBC13 polyUb: 3; Gli-Sufu block: -10; SENP8 block: 2; Jurkat NFkB inh: 5; EBI2 antag: 1; Apaf-1 inh: 4

How did CC(C)CCNC(=O)[C@@H](NC(=O)c1c(F)cccc1F)C(C)C do in these assays?
697 NFkB inh: -22; CCR6 antag: -7; UBC13 polyUb: -19; Gli-Sufu block: 10; SENP8 block: -13; Jurkat NFkB inh: -5; EBI2 antag: 10; Apaf-1 inh: 0

What do the screens show for `Cc1cccc(N2CCN(S(=O)(=O)c3cnc[nH]3)CC2)c1C`?
697 NFkB inh: -17; CCR6 antag: -12; UBC13 polyUb: -1; Gli-Sufu block: 16; SENP8 block: -9; Jurkat NFkB inh: 4; EBI2 antag: -13; Apaf-1 inh: 11

How did Cc1ccc(C(=O)COC(=O)c2cccc(O)c2)s1 do in these assays?
697 NFkB inh: -20; CCR6 antag: 9; UBC13 polyUb: -1; Gli-Sufu block: -5; SENP8 block: 83*; Jurkat NFkB inh: -24; EBI2 antag: -27; Apaf-1 inh: -6

Results for O=C(CSCc1ccc(Cl)cc1)NCc1ccc2c(c1)OCO2 ?
697 NFkB inh: -26; CCR6 antag: -2; UBC13 polyUb: 6; Gli-Sufu block: 2; SENP8 block: 4; Jurkat NFkB inh: -17; EBI2 antag: -10; Apaf-1 inh: -1

Results for COc1cc(OC)cc(OC(=O)C2CCN(C3=NS(=O)(=O)c4ccccc43)CC2)c1 ?
697 NFkB inh: -13; CCR6 antag: -5; UBC13 polyUb: -4; Gli-Sufu block: -5; SENP8 block: -12; Jurkat NFkB inh: 11; EBI2 antag: 1; Apaf-1 inh: 17

How did C[C@@H](NC(=O)c1ncn(Cc2ccccc2)c1C(=O)N[C@H](C)c1ccccc1)c1ccccc1 do in these assays?
697 NFkB inh: -31; CCR6 antag: 23; UBC13 polyUb: -4; Gli-Sufu block: 4; SENP8 block: -12; Jurkat NFkB inh: -27; EBI2 antag: 48*; Apaf-1 inh: 26

Results for Cc1cc(-c2nnc(CCC(=O)NCc3cccc(C(F)(F)F)c3)o2)no1 ?
697 NFkB inh: -61; CCR6 antag: 6; UBC13 polyUb: -7; Gli-Sufu block: -27; SENP8 block: -5; Jurkat NFkB inh: -12; EBI2 antag: -5; Apaf-1 inh: 9

How did C#CCOCCOCCOCCNc1nc(N2CCN(C(=O)[C@H]([C@@H](C)CC)n3cc(CCCN=C(N)N)nn3)CC2)nc(N2CCN(C(=O)[C@H](CCCCN)n3cc(CC(C)O)nn3)CC2)n1 (some centres undefined) do in these assays?
697 NFkB inh: 16; CCR6 antag: -3; UBC13 polyUb: 3; Gli-Sufu block: 3; SENP8 block: -8; Jurkat NFkB inh: 11; EBI2 antag: 2; Apaf-1 inh: -4

Results for COc1cccc(NC(=O)Nc2cc(C(=O)NCC3CCCO3)ccc2N2CC3CC(C2)c2cccc(=O)n2C3)c1 (centres undefined) ?
697 NFkB inh: 7; CCR6 antag: 12; UBC13 polyUb: -1; Gli-Sufu block: 12; SENP8 block: 12; Jurkat NFkB inh: 1; EBI2 antag: -18; Apaf-1 inh: 14

Part of the list above in order of heavy-atom count, largest number first:
How did CC(C)CCNC(=O)[C@@H](NC(=O)c1c(F)cccc1F)C(C)C do in these assays?
697 NFkB inh: -22; CCR6 antag: -7; UBC13 polyUb: -19; Gli-Sufu block: 10; SENP8 block: -13; Jurkat NFkB inh: -5; EBI2 antag: 10; Apaf-1 inh: 0

What do the screens show for `Cc1cccc(N2CCN(S(=O)(=O)c3cnc[nH]3)CC2)c1C`?
697 NFkB inh: -17; CCR6 antag: -12; UBC13 polyUb: -1; Gli-Sufu block: 16; SENP8 block: -9; Jurkat NFkB inh: 4; EBI2 antag: -13; Apaf-1 inh: 11

How did CC(C)n1c(NCc2ccccc2O)nc2ccccc21 do in these assays?
697 NFkB inh: -23; CCR6 antag: 10; UBC13 polyUb: 17; Gli-Sufu block: 7; SENP8 block: -1; Jurkat NFkB inh: -2; EBI2 antag: 4; Apaf-1 inh: -9

Screening data (PubChem)

Not all compounds are listed (hit frequency here may not be typical).
